# Cdc42 wt = modulators of GTP binding to wildtype Cdc42, primary screen, biochemical, multiplex bead flow cytometry, Bodipy-GTP; Cell division control protein 42 homolog (Homo sapiens), P60953; GST-Cdc42 beads; actives lie on both sides; percent activity (GTP binding), % at 10 µM; hit rate 0.2% among 190,000; AID 761, 2007;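 active = percent activity GTP binding at least 20 points away from the 100% baseline, either down as inhibitor or up as activator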;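 also: median bead fluorescence of bound Bodipy-FL-GTP at 100 nM; 0% = excess unlabeled GTP control and 100% = no compound control; below 100% means less GTP binding so inhibitor and above means activator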
# HRas wt GTP = modulators of GTP binding to HRas wildtype, primary screen, biochemical, bead-based flow cytometry, multiplex. hit rate 0.14% among 190,000. GTPase HRas (Homo sapiens), P01112. GST-Ras wt beads, Bodipy-FL-GTP binding; actives lie on both sides. GTP binding activity, % at 10 µM. AID 759, 2007;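 active = GTP binding activity at least 20% away from the 100% baseline, either lowered as inhibitor or raised as activator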;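 also: 0% = unlabeled GTP competition control and 100% = no-compound control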
# Rab7 wt modul = modulators of GTP binding to Rab7, primary screen, biochemical, wildtype, multiplex bead flow cytometry. Rab7 GTPase wild type (dog), Bodipy-FL-GTP binding. GST-Rab7 beads, fluorescent GTP binding; actives lie on both sides; untreated = 100%, excess cold GTP = 0%. GTP binding activity (percent of control), % at 10 µM. hit rate 0.055% among 190,000. AID 758, 2007;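 active = fluorescent GTP binding to Rab7 beads changed by at least 20 points from the 100% baseline, either direction, mostly lower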;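 also: median green fluorescence of bound Bodipy-FL-GTP per Rab7 bead population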
# ABCG2 inh = ABCG2 efflux pump inhibitors, primary screen, multiplex with ABCB1, IgMXP3 cells, flow cytometry; Broad substrate specificity ATP-binding cassette transporter ABCG2 (Homo sapiens), Q9UNQ0; JC-1 efflux; inhibition, % at 6.6 µM; hit rate 0.1% among 190,000;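 active = inhibition above 80%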;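 also: 0% = DMSO and 100% = nicardipine control wells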
#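 Measure – % inhibition of efflux relative to nicardipine and DMSO · Test system – ABCG2 IgMXP3 and barcoded ABCB1 CCRF-Adr cell mix · Control set – nicardipine as high control, DMSO as low control · Compound – one concentration, 6.6 µM final · Signal – flow cytometry of retained JC-1 fluorescence · Timing – 10 min exposure at 25 °C with rotation, no wash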
# Pf gametocyte = late stage P. falciparum gametocyte viability inhibitors, primary screen, ATP luminescence, HTS; P. falciparum stage V gametocytes, 24 h; inhibition, % at 10.9 µM; hit rate 0.065% among 150,000; AID 743093, 2013;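 active = inhibition above the mean plus 3 SD of compounds within the control limits, set per campaign, cut at about 38% in these data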;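 also: 0% = DMSO wells and 100% = medium only without gametocytes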
# Rab2A wt mod = modulators of GTP binding to Rab2A wildtype, primary screen, biochemical, dog, bead-based flow cytometry, multiplex. GST-Rab2 wt beads, Bodipy-GTP binding. GTP binding activity, % at 10 µM. hit rate 0.19% among 190,000;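 active = GTP binding activity at least 20 points away from 100%, either lowered or raised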;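 also: 0% = beads with excess unlabeled GTP and 100% = no-compound control corrected for plate trend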
# Rac1 wt modul = wildtype Rac1 GTP binding modulators, primary screen, biochemical, GST-Rac1 beads, flow cytometry, multiplex | hit rate 0.27% among 190,000 | fluorescent GTP binding; actives lie on both sides; 0 = cold GTP competed, 100 = untreated | GTP binding activity (% of control), % at 10 µM | Ras-related C3 botulinum toxin substrate 1 (Homo sapiens), P63000;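 active = GTP binding activity at least 20 points away from the 100% control level, either lower or higher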
# Avidin fluor = green autofluorescence of compounds with avidin beads – biophysical, 488/530 nm, flow cytometry, artefact control, profiling panel. compound fluorescence 488/530 nm; active compounds read high. fluorescence (KMESF) at 10 µM. hit rate 0.38% among 220,000; in the data active = fluorescence above about 47; also: inactives centre near 10
# Rac1 act GTP bind = GTP binding modulators of activated mutant Rac1, primary screen, biochemical, bead-based flow cytometry, multiplex, fluorescent GTP. percent activity (GTP binding), % at 10 µM. GST-Rac1 activated beads; actives lie on both sides; 100% means binding = to untreated wells. AID 764, 2007. hit rate 0.11% among 190,000;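 active = GTP binding at least 20 percentage points away from the 100% baseline, in either direction, so actives lie on both sides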
# GSH fluor = compound fluorescence on glutathione beads, profiling panel, artefact control, biophysical, 488/530 nm, flow cytometry. GSH beads flow cytometry, compound fluorescence 488/530 nm; active compounds read high. fluorescence (KMESF) at 10 µM. hit rate 0.25% among 190,000. AID 1776, 2009; in the data active = fluorescence above about 89;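 also: glutathione beads carrying GST-tagged Bcl family fusion proteins plus one bare bead set; values are compound well signal with DMSO vehicle wells as background; inactives centre near 16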
# ABCB1 inh = ABCB1 efflux pump inhibitors, primary screen, cell-based, multiplex, flow cytometry, ABCG2 counter-screen; ATP-dependent translocase ABCB1 (Homo sapiens), P08183; CCRF-Adr cells, JC-1 efflux; inhibition, % at 6.6 µM; hit rate 0.067% among 190,000; AID 1326, 2008; in the data active = inhibition above about 40%;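 also: 0% = vehicle and 100% = reference inhibitor; higher value means more JC-1 retained so stronger ABCB1 efflux block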
# Target sequence (P08183 whole entry, looked up): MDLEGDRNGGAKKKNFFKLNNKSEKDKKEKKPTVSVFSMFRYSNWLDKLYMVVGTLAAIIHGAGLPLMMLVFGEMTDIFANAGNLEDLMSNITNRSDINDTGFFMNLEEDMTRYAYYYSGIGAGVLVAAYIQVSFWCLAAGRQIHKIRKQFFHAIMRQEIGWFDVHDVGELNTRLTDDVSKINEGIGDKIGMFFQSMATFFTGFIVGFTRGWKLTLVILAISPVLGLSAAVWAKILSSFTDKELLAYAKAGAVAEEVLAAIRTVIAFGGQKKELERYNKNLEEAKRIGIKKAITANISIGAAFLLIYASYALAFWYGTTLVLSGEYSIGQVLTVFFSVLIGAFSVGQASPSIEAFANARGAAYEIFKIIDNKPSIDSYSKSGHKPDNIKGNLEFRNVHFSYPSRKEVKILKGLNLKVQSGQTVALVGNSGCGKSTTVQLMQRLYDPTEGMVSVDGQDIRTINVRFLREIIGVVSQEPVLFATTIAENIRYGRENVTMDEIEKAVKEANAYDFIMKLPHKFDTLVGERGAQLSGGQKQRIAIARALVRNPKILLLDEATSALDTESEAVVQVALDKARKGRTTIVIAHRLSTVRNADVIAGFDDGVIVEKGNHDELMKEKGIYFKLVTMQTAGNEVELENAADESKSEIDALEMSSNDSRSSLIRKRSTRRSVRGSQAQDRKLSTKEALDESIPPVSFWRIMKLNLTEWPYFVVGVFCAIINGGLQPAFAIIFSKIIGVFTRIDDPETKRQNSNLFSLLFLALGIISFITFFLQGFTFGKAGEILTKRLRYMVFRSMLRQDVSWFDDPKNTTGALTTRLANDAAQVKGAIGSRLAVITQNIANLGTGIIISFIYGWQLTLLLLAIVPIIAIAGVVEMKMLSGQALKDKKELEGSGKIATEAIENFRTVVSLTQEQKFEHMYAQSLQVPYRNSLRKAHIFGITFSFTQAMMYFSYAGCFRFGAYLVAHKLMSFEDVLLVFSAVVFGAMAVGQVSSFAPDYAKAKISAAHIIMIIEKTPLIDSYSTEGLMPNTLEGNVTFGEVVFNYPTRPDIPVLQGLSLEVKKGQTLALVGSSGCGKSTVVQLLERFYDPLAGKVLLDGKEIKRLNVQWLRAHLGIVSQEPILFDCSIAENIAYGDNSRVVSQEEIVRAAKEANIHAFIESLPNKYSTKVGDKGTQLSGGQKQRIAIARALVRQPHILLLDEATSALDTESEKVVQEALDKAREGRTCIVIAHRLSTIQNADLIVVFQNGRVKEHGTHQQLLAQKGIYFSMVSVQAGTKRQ
# * = called active by the depositor; . = no result given.
# Below each compound – ABCB1 inh	GSH fluor	Rac1 act GTP bind	Pf gametocyte	Rab7 wt modul	ABCG2 inh	HRas wt GTP	Rac1 wt modul	Rab2A wt mod	Cdc42 wt	Avidin fluor
CC(=O)c1ccc(Oc2cc(C)nc(N3CCOCC3)n2)cc1
    -0.6	9	98.0	1.4	98.0	3.2	101.0	101.0	98.0	99.0	6
O=C(Nc1cccnc1)c1c(F)c(F)c(F)c(F)c1F
    0.7	38	97.0	.	94.0	2.1	98.0	94.0	96.0	100.0	10
CN1CCN(C(=O)C2=C[C@@H](c3csc4ccccc34)C[C@@H](OCCCCO)O2)CC1
    0.5	18	95.0	.	101.0	1.1	96.0	96.0	96.0	94.0	7
Cc1ccc(S(=O)(=O)c2cc3ccccc3oc2=Nc2ccc3c(c2)OCO3)cc1
    1.3	26	103.0	21.8	101.0	3.7	104.0	104.0	104.0	103.0	6
CN(C)/C=C/C(=O)c1ccc(Cl)cc1
    0.0	15	100.0	-3.4	101.0	0.1	101.0	105.0	100.0	101.0	10
COC(=O)c1ccccc1S(=O)(=O)Nc1ccc(OC)nc1
    -0.2	56	98.0	-5.7	97.0	-0.1	99.0	102.0	97.0	100.0	2
Cc1cc(C)nc(Nc2cc([N+](=O)[O-])ccc2C)n1
    1.5	10	98.0	1.9	99.0	33.2	98.0	98.0	94.0	97.0	11
Cc1ccc(S(=O)(=O)N2CCC(C(=O)N3CCN(Cc4ccccc4)CC3)CC2)cc1
    -2.0	24	100.0	.	101.0	-3.1	99.0	102.0	100.0	97.0	8
Cc1cc(C)cc(NC2=NC3(CCCCC3)N=C(N)N2)c1
    -0.1	25	98.0	-20.3	101.0	0.8	100.0	104.0	100.0	102.0	7
CCN(CC(=O)Nc1cccc(C(C)=O)c1)S(=O)(=O)c1ccc(C)cc1
    1.4	12	96.0	.	94.0	7.3	98.0	95.0	96.0	96.0	7
COc1ccc(NC(=O)CC#N)cc1OC
    0.3	11	100.0	.	100.0	3.3	102.0	103.0	99.0	103.0	12
COc1ccccc1N1CCN(/N=C\C(Br)=C\c2ccccc2)CC1
    0.8	15	97.0	-3.7	105.0	6.9	98.0	100.0	99.0	97.0	9
Cc1nn(C(C)C(=O)O)c(=O)c2ccccc12 (stereo not drawn)
    0.4	8	98.0	-3.8	93.0	1.7	95.0	97.0	97.0	97.0	5
COc1ccc(F)cc1S(=O)(=O)N1CCCC(C)C1 (stereo not drawn)
    0.1	19	102.0	.	99.0	1.8	101.0	105.0	99.0	104.0	45
COc1cc(NC(=O)c2noc3c2CCC3)c(OC)cc1Cl
    0.7	10	94.0	.	94.0	1.5	96.0	95.0	94.0	94.0	0
O=c1[nH]c(CSc2nnc(COc3ccccc3)n2-c2ccccc2)nc2ccccc12
    1.8	28	99.0	.	99.0	17.3	98.0	101.0	95.0	102.0	11
O=C(NCCc1c[nH]c2ccccc12)C(=O)NCC1OCCCN1S(=O)(=O)c1ccc(F)cc1 (stereo not drawn)
    -0.1	9	99.0	.	100.0	6.6	101.0	104.0	102.0	106.0	4
CCCc1cc(C(=O)OC)c(NC(=O)OCC)s1
    1.2	34	95.0	.	98.0	21.7	100.0	104.0	100.0	99.0	11
COc1ccc2[nH]c(N=Nc3ccccc3C)c(O)c2c1
    0.6	16	102.0	21.0	100.0	20.8	104.0	105.0	100.0	105.0	15
O=C(Nc1ccon1)c1ccc(Cl)s1
    -0.3	32	97.0	.	95.0	20.1	97.0	98.0	95.0	96.0	5
Cc1nc2cc(-c3cccc(F)c3)nn2c(C)c1CCC(=O)NC(C)CCc1ccco1 (stereo not drawn)
    0.5	24	95.0	.	100.0	3.0	99.0	97.0	99.0	98.0	7
Nc1ccc2c(c1)-c1ccccc1S(=O)(=O)N2
    0.2	7	97.0	-6.3	104.0	0.4	103.0	103.0	104.0	101.0	11
COc1ccc(C(=O)Nc2cccc(-c3nnc(-c4ccco4)o3)c2)cc1
    1.8	30	95.0	.	101.0	38.2	96.0	97.0	96.0	97.0	16
Cc1ccsc1C(=O)OCC(=O)NCCCc1ccccc1
    0.3	12	93.0	18.3	92.0	3.2	92.0	97.0	91.0	92.0	12
Cc1c(C(=O)NCC2COc3ccccc3O2)oc2ccc(S(=O)(=O)N3CCOCC3)cc12 (stereo not drawn)
    1.1	18	102.0	.	99.0	2.6	101.0	106.0	102.0	102.0	8
Cc1cccc(-n2c(SCc3cc(=O)n4ccsc4n3)nc3ccccc32)c1
    8.2	22	98.0	25.5	94.0	52.9	100.0	104.0	98.0	100.0	41
NC(=O)C1CCN(C(=O)CN(c2cccc(C(F)(F)F)c2)S(=O)(=O)c2ccccc2)CC1
    1.2	17	98.0	.	97.0	4.0	100.0	100.0	98.0	100.0	3
O=C(NCC1OCCc2ccccc21)c1ccc(NC(=O)c2cccc(Br)c2)cc1 (stereo not drawn)
    -0.6	19	100.0	-21.4	103.0	-5.0	100.0	105.0	99.0	102.0	16
NC(=O)c1ccc(N2CCCCC2)c(N2C(=O)C3CC=CCC3C2=O)c1 (stereo not drawn)
    -0.1	12	96.0	.	99.0	-0.4	97.0	95.0	95.0	97.0	35
Clc1cccc2sc(N3CCN(c4ccccc4)CC3)nc12
    0.2	12	98.0	-1.7	94.0	4.8	98.0	99.0	98.0	99.0	14
CN1C(=O)c2ccc(NC(=O)c3ccc(N4CCCCC4)c([N+](=O)[O-])c3)cc2C1=O
    -0.7	13	95.0	6.8	95.0	-10.4	92.0	94.0	89.0	98.0	3
COc1ccccc1OCc1ccc(C(=O)Nc2ccccc2F)cc1
    0.6	5	103.0	.	108.0	24.1	108.0	110.0	108.0	108.0	14
CCOC(=O)CNC(=O)CSc1nc(-c2cccc(C)c2)ns1
    0.3	12	94.0	.	100.0	6.2	96.0	101.0	97.0	98.0	2
CC(C)CC(NS(=O)(=O)c1cc(C(=O)O)ccc1Cl)C(=O)O (stereo not drawn)
    0.6	12	92.0	-25.7	97.0	6.8	95.0	99.0	94.0	93.0	11
CCc1ccc(-c2csc3[n+]2CCN3C(C)=O)cc1
    0.0	54	98.0	-6.7	97.0	0.5	99.0	100.0	99.0	100.0	6
Cc1ccc2cccc(OCC(=O)Nc3ccc4c(c3)OCO4)c2n1
    1.3	17	99.0	14.0	98.0	9.5	97.0	100.0	97.0	97.0	10
CC1=C(C(=O)Nc2ccccn2)C(c2ccccc2Cl)NC(=S)N1 (stereo not drawn)
    0.9	12	99.0	.	107.0	10.9	99.0	105.0	103.0	99.0	10
CC(C)C[C@H](NC(=O)OC(C)(C)C)C(=O)N/N=C/C1=Cc2ccccc2OC1C (stereo partly drawn)
    1.3	36	96.0	-3.2	100.0	17.4	99.0	101.0	99.0	99.0	15
CS(=O)(=O)c1cccc(C(=O)NCc2ccccc2)c1
    0.1	14	101.0	.	100.0	1.6	103.0	105.0	103.0	106.0	26
COc1ccc(C2=NN(C(=O)CCCC(=O)O)C(c3cccs3)C2)cc1OC (stereo not drawn)
    0.2	27	96.0	.	100.0	2.7	98.0	103.0	97.0	98.0	10
Cc1ccc(NC(=S)Nc2cccc3cnccc23)c(C)c1
    0.2	10	96.0	.	104.0	1.6	98.0	93.0	98.0	93.0	14
CCOC(=O)N1CCN(Cc2nc(N)nc(Nc3ccc(Cl)cc3)n2)CC1
    0.6	16	100.0	-13.0	103.0	4.1	101.0	99.0	104.0	103.0	12
CCC(c1nnnn1C(C)(C)CC)N1CCN(c2ccccc2F)CC1 (stereo not drawn)
    1.0	25	97.0	-2.8	101.0	2.5	99.0	100.0	100.0	101.0	11
COCCNC(=O)c1ccc(CS(=O)(=O)c2ccc(OC)cc2)o1
    0.4	14	98.0	.	100.0	2.3	101.0	105.0	101.0	100.0	23
Cc1ccccc1OCC(=O)N(Cc1nc(-c2ccccc2)no1)C(C)C
    0.8	47	99.0	.	96.0	3.0	100.0	101.0	98.0	100.0	6
O=C1NCN(c2ccccc2)C12CCN(c1nnnn1-c1ccccc1)CC2
    0.3	53	94.0	.	97.0	0.3	94.0	96.0	94.0	96.0	7
O=C(NC1=NCCS1)c1ccc(N2CCCC2=O)cc1
    -0.1	26	96.0	-17.8	96.0	0.2	95.0	96.0	98.0	92.0	10
CC(=O)N1N=C(c2ccccc2)CC1c1ccccc1[N+](=O)[O-] (stereo not drawn)
    0.8	7	102.0	-0.8	99.0	1.4	100.0	106.0	97.0	99.0	0
CCOC(=O)c1csc(Nc2nc3ccc(F)cc3s2)n1
    0.0	24	100.0	.	95.0	0.6	104.0	99.0	105.0	103.0	14
CN1C(=O)OC2(C)CCc3ccccc3C12C (stereo not drawn)
    -0.3	26	98.0	12.1	97.0	-8.4	98.0	97.0	98.0	96.0	8
Cc1cccc(C)c1NC(=S)Nc1ccc(F)cc1
    0.1	19	94.0	6.0	108.0	-1.2	97.0	95.0	103.0	98.0	10
CCOC(=O)Cn1c(-c2cccnc2Cl)nc2cc(Cl)c(Cl)cc21
    2.4	22	100.0	15.1	103.0	42.1	104.0	108.0	103.0	103.0	25
O=C(Nc1nnc(-c2ccncc2)o1)c1ccccc1F
    0.7	10	95.0	13.3	94.0	4.7	96.0	95.0	98.0	97.0	10
O=C(CN1CCCCC1)N1CCCc2ccccc21
    -0.2	11	101.0	-30.3	100.0	0.1	103.0	106.0	102.0	104.0	17
COC(=O)c1ccccc1NC(=O)c1c(O)c2c([nH]c1=O)CCCC2
    -0.1	20	100.0	.	98.0	17.5	97.0	105.0	99.0	101.0	34

# Compound profiles, from the list above. Screens in order: ABCB1 inh, GSH fluor, Rac1 act GTP bind, Pf gametocyte, Rab7 wt modul, ABCG2 inh, HRas wt GTP, Rac1 wt modul, Rab2A wt mod, Cdc42 wt, Avidin fluor
# COc1ccc(NC(=O)CC#N)cc1OC is entered as 0.3, 11, 100.0, ., 100.0, 3.3, 102.0, 103.0, 99.0, 103.0, 12
# COc1ccc2[nH]c(N=Nc3ccccc3C)c(O)c2c1 is entered as 0.6, 16, 102.0, 21.0, 100.0, 20.8, 104.0, 105.0, 100.0, 105.0, 15
